Screening results: PubChem, National Center for Advancing Translational Sciences (NCATS)
L3MBTL1 block: inhibitors of human L3MBTL1; Q9Y468; AlphaScreen L3MBTL1–H3K9me1 peptide binding; Potency, µM (top dose mostly 57.1 µM), for inactives: at the top dose activity, negative = inhibition, actives largely listed as inhibitors; 230,000 compounds, 0.66% hits; active means well fitted inhibition curve with a large enough effect; inconclusive means small, poorly fitted or top-dose-only effect; inactive means no such curve, though single readings can be large or run the other way; further: nearly all actives have a fitted effect of over 60% in size
Target sequence (Q9Y468 whole entry, looked up): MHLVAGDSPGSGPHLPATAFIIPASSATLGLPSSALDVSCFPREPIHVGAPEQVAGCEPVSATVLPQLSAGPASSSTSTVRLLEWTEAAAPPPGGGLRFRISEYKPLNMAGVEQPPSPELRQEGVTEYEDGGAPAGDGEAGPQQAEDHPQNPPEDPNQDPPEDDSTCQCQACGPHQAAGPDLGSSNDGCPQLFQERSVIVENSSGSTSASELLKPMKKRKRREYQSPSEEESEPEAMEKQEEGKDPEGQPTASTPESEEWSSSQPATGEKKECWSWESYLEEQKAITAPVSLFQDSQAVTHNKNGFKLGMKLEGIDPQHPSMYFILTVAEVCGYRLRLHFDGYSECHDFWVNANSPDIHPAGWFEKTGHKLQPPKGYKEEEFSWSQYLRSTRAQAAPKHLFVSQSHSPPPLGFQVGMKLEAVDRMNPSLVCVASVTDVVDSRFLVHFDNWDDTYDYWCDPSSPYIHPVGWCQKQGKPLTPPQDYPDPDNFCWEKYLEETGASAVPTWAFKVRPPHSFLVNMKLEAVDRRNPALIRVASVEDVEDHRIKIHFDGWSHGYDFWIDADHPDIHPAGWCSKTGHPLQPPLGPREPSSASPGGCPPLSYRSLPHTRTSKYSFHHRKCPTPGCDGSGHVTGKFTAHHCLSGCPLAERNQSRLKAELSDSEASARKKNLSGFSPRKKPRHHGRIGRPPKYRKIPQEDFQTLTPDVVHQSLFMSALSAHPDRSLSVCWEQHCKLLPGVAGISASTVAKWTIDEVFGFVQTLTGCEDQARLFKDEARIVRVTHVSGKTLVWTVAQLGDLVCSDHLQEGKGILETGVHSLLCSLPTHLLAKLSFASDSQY
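AlphaScreen proximity signal between nickel-chelate acceptor and streptavidin donor beads (final 10 ug/mL) reports binding of 50 nM L3MBTL1 to 75 nM biotin-H3 K9me1 peptide; complex incubated with compounds 30 min at room temperature; cefsulodin titration as control.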
Active calls of the source: *; ? = inconclusive; [ ] = remark or other dose. On the % scale 0 is the no-effect control and ±100 the full control effect; potency means the concentration at half of the fitted maximal effect. A portion of the library; rates above refer to the full screens.

L3MBTL1 block	SMILES
-7%	Cc1ccc(-n2c(-c3ccccc3)n[nH]c2=S)c(C)c1
-4%	O=C(NC1CCCCCC1)C1CCN(S(=O)(=O)c2c(Cl)cccc2Cl)CC1
34%[activator]	O=[N+]([O-])c1cccc(S(=O)(=O)NCc2ccccn2)c1
9%	Cc1noc(NS(=O)(=O)c2ccc(NC(=O)c3cc(F)c(F)c(F)c3F)cc2)c1C
-1%	CCOC(=O)[C@H]1[C@H]2COc3cc(OC)ccc3[C@@H]2N2C(=O)CN(CC3CCCO3)C(=O)[C@@]12C (stereo partly drawn)
2%	CCN(C[C@H]1N[C@@](Cc2ccccc2)(C(=O)OC)[C@H]2C(=O)N(Cc3ccccc3)C(=O)[C@@H]12)C(=O)c1ccccc1
9%	COC(=O)c1ccc(CSC2=NC[C@@H]3[C@@H]4C(=O)N(C)C(=O)[C@@H]4[C@](C)(C(=O)OC)N23)cc1
-2%[2.29 µM]	Oc1ccccc1-c1cc(-c2ccc(F)cc2)n[nH]1
3%	Cc1ccc(C(=O)NCC(=O)N2CCN(c3cccc(Cl)c3)CC2)s1
1%	O=C(NC1CCN(Cc2ccccc2)CC1)c1cc(S(=O)(=O)Nc2ccc(F)cc2)ccc1Cl
0%	CCCCC[C@@H](O)c1cc2ccccc2c(=O)o1
?	Cn1nc(C(=O)NC2CCCCC2)c2c1-c1ccccc1SC2
-6%	COc1ccc(S(=O)(=O)Nc2ccc3c(c2)CC(=O)N([C@@H](C)CO)C[C@@H](C)[C@@H](CN(C)Cc2ccccc2)O3)cc1
7%	Cc1cccc(C)c1NC(=O)COC(=O)c1cc(=O)[nH]c2ccccc12
6%	CC1(CO)COC2(OC1)C(=O)Nc1ccccc12 (stereo not drawn)
4%	CCOc1ccccc1-n1c(SC(C)C(=O)NCC2CCCO2)nc2ccccc2c1=O (stereo not drawn)
-10%	CC1(c2ccccc2)NC(=O)N(CC(=O)Nc2cccc(/C=C/c3ccccn3)c2)C1=O (stereo not drawn)
-2%	O=C(NCc1ccc(OC(F)(F)F)cc1)C1CC2Cn3c(nc4ccccc43)C2N1c1ccccc1 (stereo not drawn)
1%	COc1ccc(NC(=O)CN(C)C(=O)CN2C(=O)C3CCCCC3C2=O)cc1 (stereo not drawn)
-6%	CC(=O)c1sc(NC(=O)CCCc2nc3ccccc3c(=O)[nH]2)nc1-c1ccccc1
5%	COc1ccccc1NC(=O)c1ccccc1NC(=O)c1ccccc1C(=O)O
-2%	Cc1ccc(CCNS(=O)(=O)c2cc3c(cc2Cl)NC(=O)CO3)cc1
52%[activator]	Cc1cccc(NC(=O)CNC(=O)COC(=O)C2CC2C)c1C (stereo not drawn)
54%[activator]	Clc1ccc(Sc2ccccn2)cc1
-3%	CCCCCN(C(=O)CCC(=O)OCc1ccccc1F)c1c(N)n(CCCC)c(=O)[nH]c1=O
5%	Cc1cccc(C(=O)NCC(=O)NCC(c2cccs2)N2CCOCC2)c1 (stereo not drawn)
6%	COc1cc(S(=O)(=O)N(C)Cc2ccc3c(c2)OCCO3)ccc1NC(C)=O
-2%	Cc1ccc[n+](CC(=O)Nc2ccc([N+](=O)[O-])cc2)c1
?	O=C(CCc1nc2sc3c(c2c(=O)[nH]1)CCCC3)NCC(=O)Nc1ccccc1Br
-7%	Cc1ccccc1NC(=O)Cc1nc(CN(C)CC(=O)Nc2cccc(F)c2)cs1

Arranged by molecular weight (largest number first): part of the list above
L3MBTL1 block	SMILES
1%	O=C(NC1CCN(Cc2ccccc2)CC1)c1cc(S(=O)(=O)Nc2ccc(F)cc2)ccc1Cl
-2%	O=C(NCc1ccc(OC(F)(F)F)cc1)C1CC2Cn3c(nc4ccccc43)C2N1c1ccccc1 (stereo not drawn)
-3%	CCCCCN(C(=O)CCC(=O)OCc1ccccc1F)c1c(N)n(CCCC)c(=O)[nH]c1=O
4%	CCOc1ccccc1-n1c(SC(C)C(=O)NCC2CCCO2)nc2ccccc2c1=O (stereo not drawn)
9%	COC(=O)c1ccc(CSC2=NC[C@@H]3[C@@H]4C(=O)N(C)C(=O)[C@@H]4[C@](C)(C(=O)OC)N23)cc1
-4%	O=C(NC1CCCCCC1)C1CCN(S(=O)(=O)c2c(Cl)cccc2Cl)CC1
5%	COc1ccccc1NC(=O)c1ccccc1NC(=O)c1ccccc1C(=O)O
1%	COc1ccc(NC(=O)CN(C)C(=O)CN2C(=O)C3CCCCC3C2=O)cc1 (stereo not drawn)
?	Cn1nc(C(=O)NC2CCCCC2)c2c1-c1ccccc1SC2
-7%	Cc1ccc(-n2c(-c3ccccc3)n[nH]c2=S)c(C)c1
-2%	Cc1ccc[n+](CC(=O)Nc2ccc([N+](=O)[O-])cc2)c1
-2%[2.29 µM]	Oc1ccccc1-c1cc(-c2ccc(F)cc2)n[nH]1
6%	CC1(CO)COC2(OC1)C(=O)Nc1ccccc12 (stereo not drawn)
54%[activator]	Clc1ccc(Sc2ccccn2)cc1

Other compounds
L3MBTL1 block	SMILES
-2%	CCc1ccccc1OCCCCN1CCCCC1
1%	O=C(COC(=O)c1cc(Br)ccc1O)NC1CCCCCC1
0%	CCOC(=O)C1CCCN(C(=O)c2ccc(C)c(S(=O)(=O)N3CCCCC3)c2)C1 (stereo not drawn)
-6%	Cc1ccc(NC(=S)NCC(O)c2ccccc2)c(C)c1 (stereo not drawn)
-7%	COc1cccc(NC(=O)c2ccc3nc(C)sc3c2)c1
21%	Cc1ccc(NC(=O)CCNS(=O)(=O)c2ccccc2)cc1S(=O)(=O)N1CCOCC1
2%	COc1cc(C(=O)N2CCN(C(=O)C3CCCO3)CC2)cc(OC)c1OC (stereo not drawn)
-8%	CCOC(=O)C1CCCN(C(=O)C(CCSC)NC(=O)COc2ccccc2)C1 (stereo not drawn)
-3%	COc1ccc2cc(C3(C)NC(=O)N(CC(=O)N4CCCCC4)C3=O)ccc2c1 (stereo not drawn)
1%	C[C@H](CO)N1C[C@H](C)[C@@H](CN(C)C(=O)Nc2ccccc2)Oc2ccc(NC(=O)Cc3ccccc3)cc2C1=O
11%	Cc1ccc(S(=O)(=O)N(C)c2ccc(OCC(=O)OCc3ccc(C#N)cc3)cc2)cc1
12%	Cc1ccc(Nc2ccc([N+](=O)[O-])cn2)cc1Cl
-1%	CSCCC(NC(=O)c1cccc(C)c1)C(=O)NNC(=O)c1cccs1 (stereo not drawn)
1%	CC1CC(C)CN(C(=O)c2cccc(S(=O)(=O)N3c4ccccc4CC3C)c2)C1 (stereo not drawn)
1%	CC1CCCCN1C(=O)COC(=O)c1cc(-c2cccs2)nn1-c1ccccc1 (stereo not drawn)
-2%	CN(CC(=O)Nc1ccc(F)cc1)C(=O)c1cc([N+](=O)[O-])ccc1N1CCOCC1
1%	COc1ccc(NC(=O)C2CCCN(S(=O)(=O)c3ccc4[nH]c(=O)ccc4c3)C2)cc1 (stereo not drawn)
6%	CN(CC(=O)Nc1cccc(F)c1)C(=O)CCCNC(=O)c1ccc(Cl)cc1
-3%	O=C(Nc1ccc2oc(-c3ccccc3F)nc2c1)c1ccccc1F
0%	O=C(Nc1ccc2c(c1)C(=O)NC2=O)c1ccccc1
3%	C=Cc1ncc(OC)c2c1[nH]c1ccccc12
-7%	NC(=O)CC(NC(=O)Cc1ccc(Br)cc1)c1ccc(NCCN2CCCCC2)c([N+](=O)[O-])c1 (stereo not drawn)
-12%	CC(=O)NC(c1cccs1)c1cc(Cl)c2ccccc2c1O (stereo not drawn)
1%	Cc1nn(C2CCS(=O)(=O)C2)c(C)c1CN(C)C(=O)c1ccccc1 (stereo not drawn)
-2%	CCc1cc(=O)[nH]c(SCC(=O)Nc2cc(C)on2)n1
-1%	CC[C@]12c3[nH]c4ccc(OC)cc4c3CCN1C(=O)C(CC(=O)NCCCn1ccnc1)C[C@@H]2C(=O)N1CCN(C(=O)c2ccco2)CC1 (stereo partly drawn)
31%	COc1cc([C@H]2OC[C@H]3[C@@H]2CO[C@@H]3c2ccc(O[C@H]3O[C@H](CO)[C@@H](O)[C@H](O)[C@H]3O)c(OC)c2)ccc1O[C@@H]1O[C@H](CO)[C@@H](O)[C@H](O)[C@H]1O
-2%	COc1ccc(-c2coc(CCC(=O)N3CCN(c4cc(C)ccc4C)CC3)n2)cc1
-1%	Cc1ccc(-n2nnnc2SCC(=O)NCC2(N3CCOCC3)CCCCC2)cc1
?	COc1ccccc1-c1sc2cc3c(cc2c1C#Cc1cncn1C)OCO3
-3%	CCN(C(=O)COc1ccc(C)cc1OC)c1cccc2ccccc12
6%	CN(C(=O)COC(=O)c1ccc2c(c1)OCCO2)C1CCCCC1
-12%	COc1ccc(C(=O)NCC(c2ccco2)N2CCc3ccccc32)cc1OC (stereo not drawn)
4%	CCN(CC(=O)Nc1ccc(OC)cc1)C(=O)Cc1ccc(OC)c(S(=O)(=O)N2CCOCC2)c1
28%	COc1ccc(Cl)cc1C(=O)NNC(=O)c1cccs1
-5%	Cc1cc(C(=O)Nc2ccc(Cl)c(S(=O)(=O)N3CCOCC3)c2)c2ccccc2n1
-5%	COc1ccc(-c2nn(-c3ccccc3)cc2C(=O)Nc2cccc(S(=O)(=O)NC3=NCCC3)c2)cc1
2%	COc1ccccc1OCCC(=O)NNC(=O)c1ccccc1F
-10%	Cc1ccc(S(=O)(=O)Nc2cccc3c2O[C@H](CN(C)Cc2ccccc2)[C@@H](C)CN([C@H](C)CO)C3=O)cc1
32%[activator]	COc1ccc(CN(C2CC2)S(=O)(=O)c2ccccc2Br)cc1
1%	O=C(NCc1ccccn1)c1cccc(S(=O)(=O)N2CCCCC2)c1
?	CC(C)c1ccccc1OCCCN1CCCC1
-3%	COc1cccc(-c2ccc3nnc(SCC(=O)N4CCCC4)n3n2)c1
0%	CSCCCN1CCCC(CO)(Cc2ccccc2F)C1 (stereo not drawn)
-3%	O=C(OCC(=O)N1CCc2ccccc21)C1CCCN1S(=O)(=O)c1ccc(Cl)cc1 (stereo not drawn)
5%	COc1cccc(C(=O)NCCS(=O)(=O)NCc2ccccn2)c1
-2%	O=C1CCN(Cc2ccccc2)CCN1[C@H](CO)Cc1ccccc1
-4%	CCN(CC(=O)Nc1ccc2c(c1)OCCO2)C(=O)/C=C/c1cccc(C(F)(F)F)c1
?	O=C(C[C@H]1C[C@H](C(=O)N2CCCCC2)[C@@]2(CCc3ccccc3)c3[nH]c4cc(-c5ccco5)ccc4c3CCN2C1=O)NCCC1=CCCCC1
?	CCN(CC)S(=O)(=O)c1ccc(/C=C/C(=O)OCC(=O)NCc2ccco2)cc1
7%	CCOC(=O)c1cccc(NC(=O)c2ccc3c(c2)OCO3)c1
-19%	CC(=O)c1c(C)[nH]c(C(=O)OCC(=O)Nc2nnc(-c3ccccc3)o2)c1C
-3%	CCOC(=O)C1(CCOc2ccccc2)CCN(Cc2ccc(C#CCCO)cc2)CC1
6%	Cc1cc(C)cc(N(CCC#N)C(=O)COC(=O)c2ccc(OCc3c(C)noc3C)cc2)c1
-2%	CC[C@@]1(C(=O)OC)N[C@H](CN(C)C(C)=O)[C@@H]2C(=O)N(C)C(=O)[C@@H]21
1%	CC(=O)NC12CC3CC(C1)CC(C(=O)N1CCN(S(=O)(=O)c4cccc(C(F)(F)F)c4)CC1)(C3)C2
1%	CCCCN(C(=O)Cc1coc2cc(C)c(C)cc12)c1c(N)n(Cc2ccccc2)c(=O)[nH]c1=O
2%	CC1(c2ccccc2)NC(=O)N(CC(=O)N2CCN(S(=O)(=O)c3c(F)cccc3F)CC2)C1=O (stereo not drawn)
1%	CC(C)Cn1nc(C(=O)Nc2nnc(C3CC3)s2)c2ccccc2c1=O
?	CCN1C(=O)CSC1=Nc1ccccc1Cl

Next section, overlapping the part above by 2 compounds.
L3MBTL1 block	SMILES
1%	CC(C)Cn1nc(C(=O)Nc2nnc(C3CC3)s2)c2ccccc2c1=O
?	CCN1C(=O)CSC1=Nc1ccccc1Cl
1%	Cc1csc(=O)n1CC(=O)OCC(=O)NC(C)c1ccc(F)cc1 (stereo not drawn)
-1%	O=C(COC(=O)/C=C/c1ccccc1)NC1CCCCCC1
2%	Cc1cccc(NC(=O)c2ccc(Cl)c(S(=O)(=O)N3CCCCC3)c2)n1
3%	CC1CCN(C(=O)COC(=O)CCC(=O)c2ccc(F)cc2)CC1
30%[2.29 µM]	COc1cc(NC(=S)N2CCN(C)CC2)cc(OC)c1
?	CN(Cc1ccco1)C(=O)CN1C(=O)NC(c2ccccc2)(c2ccccc2)C1=O
-3%	O=C(O)C1CCCC2CN3CCc4c([nH]c5ccccc45)C3C(O)C21 (stereo not drawn)
5%	COc1cc(-c2nc3ccccn3c2N)ccc1O
-4%	O=C(Nc1ccccc1C(=O)Nc1ccccn1)c1cc(F)c(F)cc1Cl
-9%	O=C(Nc1cccc(S(=O)(=O)N2CCCCC2)c1)C1=NN(c2ccccc2)C(=O)CC1
-1%	CCCCN(Cc1cc2ccccc2[nH]c1=O)S(=O)(=O)c1ccc(C)cc1
-11%	CCOc1ccc(C(C)C)cc1S(=O)(=O)N1CCN(C(=O)c2ccco2)CC1
-9%	Cc1ccc(OCCC(=O)OC(C)C(=O)NC2CC2)cc1 (stereo not drawn)
-9%	CCN1C(=O)C(=O)N(CC(=O)Nc2cccc(C(F)(F)F)c2)C1=O
4%	COc1ccccc1-c1ccc(SCC(=O)NC2CCCC2)nn1
4%	COc1cc(C)ccc1OCC(=O)NC1CCCCCC1
-1%	COc1cccc(NC(=O)Nc2nc(SC(C)(C)C)ns2)c1
-10%	Cc1ccccc1-c1nc(S(=O)(=O)c2ccccc2)c(NCCCN2CCOCC2)o1
2%	COc1cc(/C=C/C(=O)OCC(=O)Nc2nnc(-c3ccccc3)o2)cc(OC)c1OC
4%	CCN(CC)C(=O)COC(=O)C1CCN(S(=O)(=O)c2ccc3c(c2)OCCO3)CC1
2%	CCc1ccccc1NC(=O)CN1CCN(C(=O)C(C)NC(=O)c2ccc(Cl)cc2)CC1 (stereo not drawn)
7%	Cc1ccc(N(CC(=O)NCc2ccc(Cl)cc2)S(C)(=O)=O)cc1
-2%	Cc1cc2nc(NCCCO)n(CC(=O)c3cc(C(C)(C)C)c(O)c(C(C)(C)C)c3)c2cc1C
